TRPC4 agonist – activators of mouse TRPC4 channel | Q9QUQ5 | HEK293 TRPC4beta/mu-opioid, Fluo4 calcium fluorescence; stronger effect = higher value | B-score at 10 µM | hit rate 0.49% among 310,000;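 active = B-score above 5 SD of library B-scores, and initial fluorescence ratio not above library mean plus 5 SD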;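 also: positive B-score marks a calcium rise read as TRPC4 activation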
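system = HEK293 cells stably co-expressing mouse TRPC4beta and mu-opioid receptor | schedule = Fluo4 dye loading 45 min at room temperature, 110 s recording | measure = B-scored integrated calcium fluorescence ratio | signal = Fluo4 calcium-sensitive dye fluorescence, kinetic, 1 Hz baseline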
TRPC4 potent – allosteric potentiators of mouse TRPC4 channel | Q9QUQ5 | HEK293 TRPC4beta/mu-opioid, DAMGO EC20, Fluo-4 Ca2+ flux; stronger effect = higher value | B-score at 10 µM | hit rate 0.42% among 310,000;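 active = B-score of calcium response area above 5 SD of library B-scores, with initial fluorescence ratio within 5 SD of library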;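 also: B-score of integrated fluorescence ratio over time as area under calcium response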
ANO1 block – inhibitors of mouse TMEM16A calcium-activated chloride channel; HEK293 TMEM16A/YFP iodide influx fluorescence, ionomycin; hit rate 1.2% among 310,000; normalized B-score (activity score, 25-100; higher = stronger inhibition) at 10 µM;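 active = ratio plate-corrected score three or more library SD toward inhibition, starting fluorescence score within five deviations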;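 also: score derived from kinetic fluorescence span divided by baseline fluorescence per well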
TRPC4 block – blocks the mouse TRPC4 cation channel; Q9QUQ5; HEK293 TRPC4beta/mu-opioid, DAMGO-evoked Fluo4 calcium flux; stronger effect = lower value; B-score at 10 µM; hit rate 0.39% among 300,000; AID 2247;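 active = B-score over 3 SD under the library average, no early fluorescence shift, positive overall ratio signal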
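Assay system – HEK293 line stably carrying TRPC4beta and mu-opioid receptor · Doses – single dose · Detection – Fluo4 calcium-dye fluorescence, kinetic read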
MrgX1 allo act – human MrgX1 positive allosteric modulation, primary screen. Q96LB2. MrgX1-HEK293, Fluo-4 calcium flux, FDSS; stronger effect = higher value. B-score at 10 µM. hit rate 0.63% among 310,000. AID 588675;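 active = plate-corrected calcium response at least 3 library SD above typical, normal starting fluorescence, not activating the receptor alone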;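 also: compound read alongside a low EC10 to EC30 dose of BAM8-22 agonist; peak minus trough fluorescence over baseline measured at the second addition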
MrgX1 ag – activates human MrgX1 receptor signaling; Q96LB2; AID 588627; MrgX1-HEK293 cells, Fluo-4 calcium fluorescence, agonist mode; stronger effect = higher value; B-score at 10 µM; hit rate 0.44% among 310,000;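 active = calcium response B-score plate-corrected fluorescence ratio at least 3 library SD, with starting fluorescence B-score inside 5 SD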
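System: HEK293 cells stably expressing human MrgX1 receptor; Dosing: test compound in the initial addition of three; Schedule: overnight plating, then 30 min 37 °C plus 30 min room-temperature dye loading; Detection: kinetic calcium dye fluorescence, Fluo-4 NW; Controls: per-plate positive and negative controls for Z′ factor.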
TRPC6 activator – activators of mouse TRPC6 channel | HEK293-TRPC6 membrane potential dye fluorescence; stronger effect = higher value | hit rate 0.13% among 310,000 | B-score at 10 µM | Q61143;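 active = B-score of the integrated fluorescence ratio above library mean plus 3 SD, and starting fluorescence ratio within library mean plus 5 SD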;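 also: higher score means more depolarization so channel activation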
Target sequence (Q61143 whole entry, looked up): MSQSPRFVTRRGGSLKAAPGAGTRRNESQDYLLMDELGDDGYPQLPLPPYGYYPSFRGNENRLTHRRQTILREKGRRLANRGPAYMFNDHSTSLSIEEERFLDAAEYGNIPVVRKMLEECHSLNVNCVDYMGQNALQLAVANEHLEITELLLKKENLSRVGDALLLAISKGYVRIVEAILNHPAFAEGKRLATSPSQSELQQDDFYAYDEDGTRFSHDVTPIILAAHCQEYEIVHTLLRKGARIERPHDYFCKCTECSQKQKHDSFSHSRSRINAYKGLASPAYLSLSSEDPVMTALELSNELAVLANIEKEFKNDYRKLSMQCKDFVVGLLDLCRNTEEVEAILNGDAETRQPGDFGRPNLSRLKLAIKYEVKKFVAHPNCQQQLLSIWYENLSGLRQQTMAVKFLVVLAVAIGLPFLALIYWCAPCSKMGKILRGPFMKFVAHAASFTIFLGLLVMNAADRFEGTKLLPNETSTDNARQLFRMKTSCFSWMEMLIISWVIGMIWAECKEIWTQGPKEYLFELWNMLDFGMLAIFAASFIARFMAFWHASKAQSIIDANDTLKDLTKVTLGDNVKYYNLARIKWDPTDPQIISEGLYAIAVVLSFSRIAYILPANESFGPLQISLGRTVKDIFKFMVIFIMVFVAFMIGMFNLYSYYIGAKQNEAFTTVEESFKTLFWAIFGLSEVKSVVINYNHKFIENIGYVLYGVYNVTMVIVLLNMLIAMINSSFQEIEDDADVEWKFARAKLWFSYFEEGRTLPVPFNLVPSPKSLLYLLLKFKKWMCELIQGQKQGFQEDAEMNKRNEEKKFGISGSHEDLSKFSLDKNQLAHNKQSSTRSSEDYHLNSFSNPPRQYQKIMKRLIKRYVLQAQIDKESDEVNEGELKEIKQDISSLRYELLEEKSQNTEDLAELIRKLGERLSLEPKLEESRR
TRPC6 inhibitor – mouse TRPC6 channel inhibition; HEK293-TRPC6, membrane potential dye, ACh-evoked depolarization; stronger effect = lower value; Q61143; AID 2553; hit rate 1.1% among 310,000; B-score at 10 µM;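 active = B-score under library mean minus 3 SD, initial fluorescence not abnormally high, positive integrated signal ratio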;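 also: B-score derived from integrated fluorescence ratio over the kinetic read; more negative B-score means stronger inhibition of depolarization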
RGS4 block – inhibitors of human RGS4; HEK293 M3R/RGS4 inducible, Fluo-4 calcium flux; stronger effect = higher value; triggered by carbachol at its EC20; P49798; AID 463165; hit rate 0.45% among 310,000; B-score at 10 µM;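 active = B-score, a plate-corrected calcium signal, over three deviations above library mean, with baseline fluorescence within five deviations of library mean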;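 also: RGS4 expression induced by doxycycline in cells with stable M3 receptor; B-score is computed from the integrated fluorescence ratio over baseline after carbachol; higher B-score means a larger calcium signal and so more RGS4 inhibition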
ANO1 activ – mouse TMEM16A channel activation, primary screen; Q8BHY3; HEK293 TMEM16A/YFP-H148Q/I152L, iodide quench fluorescence; stronger effect = lower value; hit rate 0.3% among 340,000; B-score at 10 µM;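 active = fluorescence-ratio B-score plate-corrected deviation score at least 3 library SD below zero, with starting fluorescence score within 5 deviations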;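 also: channel opened by trigger with iodide after compound preincubation; score built on the fluorescence ratio of max minus min over baseline; more negative score means more quench and so TMEM16A activation or potentiation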
MrgX1 antag – blocks BAM8-22 activation of human MrgX1 receptor; B-score at 10 µM; hit rate 1.3% among 310,000; MRGX1-HEK293 calcium flux, Fluo-4, BAM8-22 antagonism; stronger effect = lower value;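 active = calcium-response B-score plate-corrected more than 3 library SD below zero, starting fluorescence within 5 deviations, no agonist response on first addition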;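 also: peak minus trough fluorescence over baseline after final BAM8-22 challenge near maximal dose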
Active calls of the source: *; i = inactive; / = no result given.

No.	structure	TRPC4 agonist	TRPC4 potent	ANO1 block	TRPC4 block	MrgX1 allo act	MrgX1 ag	TRPC6 activator	TRPC6 inhibitor	RGS4 block	ANO1 activ	MrgX1 antag
1	CC(C)C1COC(c2cccn2Cc2ccccc2Cl)=N1 (configuration not stated)	i	i	i	i	i	i	i	i	i	i	i
2	COc1ccccc1N=C(C)C1=C(O)COC1=O	i	i	i	i	i	i	i	i	i	i	i
3	CCOC(=O)c1[nH]c(C)c(C(=O)NCc2ccco2)c1C	i	i	i	i	i	i	i	i	i	i	i
4	CCN(CC)CCn1c(=N)n(CC(O)COc2ccccc2)c2ccccc21 (configuration not stated)	i	i	i	-6*	i	i	i	i	i	i	i
5	O=S(=O)(NCCOc1ccccc1)c1ccc2ccccc2c1	i	i	i	i	i	i	i	i	i	i	i
6	CCC(C)(C)NC(=O)C(c1ccc(C)cc1)N(CCN1CCOCC1)C(=O)CNC(=O)c1cccs1 (configuration not stated)	i	i	i	i	i	i	i	i	i	i	i
7	CCc1nnc(NC(=O)c2ccc(S(=O)(=O)N(CC(C)C)CC(C)C)cc2)o1	/	/	i	/	i	i	/	/	/	i	i
8	Cc1ccc(CCC(=O)NCc2ccccc2)o1	i	i	i	i	i	i	i	i	i	i	i
9	Cc1cc2oc(=O)cc(CN3CCCCC3)c2cc1C	i	i	i	i	i	i	i	i	i	i	i
10	COc1ccccc1N1CCN(S(=O)(=O)c2cn(C)c(=O)n(C)c2=O)CC1	i	i	i	i	i	i	i	i	i	i	i
11	CCOC(=O)/C(N=Nc1c(C)n(C)n(-c2ccccc2)c1=O)=C(/O)c1ccccc1	i	i	i	i	i	i	i	i	i	i	i
12	CCOC(=O)c1cnc(Nc2nc3ccccc3o2)nc1CSC(=S)N(CC)CC	i	i	i	i	i	i	i	i	i	i	i
13	COc1ccc(/C=C(\NC(=O)c2ccccc2)C(=O)NCc2ccco2)cc1OC	i	i	i	i	i	i	i	i	i	i	i
14	O=C(c1ccccc1)c1ccc(OCCO)cc1	i	i	i	i	i	i	i	i	i	i	i
15	Cc1ccc(NC(=O)Cc2noc3ccccc23)c(C)c1	i	i	i	i	i	i	i	i	i	i	i
16	Cc1c(Nc2ncnc3c2cnn3-c2ccccc2)c(=O)n(-c2ccccc2)n1C	i	i	i	i	i	i	i	i	i	i	i
17	Nn1c(-c2ccc(F)cc2)nc2ccccc2c1=O	i	i	i	i	i	i	i	i	i	i	i
18	Cc1ccc(/C=N/NC(=O)C[n+]2ccccc2)o1	i	i	i	i	i	i	i	i	i	i	i
19	C=CCc1cccc(/C=N/NC(=O)CNc2ccccc2)c1O	i	i	i	i	i	i	i	i	i	i	i
20	CC1(C)Cc2c(sc(NC(=O)C(=O)N3CCN(CCO)CC3)c2C(N)=O)CO1	i	i	i	i	i	i	i	i	i	i	i
21	Cc1ccc(OCCC(=O)OCC(=O)Nc2cc(C)nn2-c2ccccc2)cc1	i	i	i	i	i	i	i	i	i	i	i
22	CCCCN1C(N)=NC[C@@H]1C(C)O (some centres not stated)	i	i	i	i	i	i	i	i	i	i	i
23	COc1ccccc1NC(=O)COc1ccc(C(=O)OCC(=O)N2CCCC2=O)cc1OC	i	i	i	i	i	i	i	i	i	i	i
24	Cc1cccc(CS(=O)(=O)c2ncc(Cl)c(C(=O)Nc3c(C)cccc3C)n2)c1	i	i	i	i	i	i	i	i	i	i	i
25	N#CC(C#N)=C/C=C(\Nc1ccc(Cl)cc1)c1ccc(Cl)cc1	i	i	i	i	i	i	i	-5.16*	i	i	i
26	Cc1cc(SCc2ccc(F)cc2)nc(=O)[nH]1	i	i	i	i	i	i	i	i	i	i	i
27	O=C(CNc1ccccc1)Nc1cccc2ccccc12	i	i	i	i	i	i	i	i	i	i	i
28	CC(C)(C)CC(C)(C)NC(=S)N1CCN(Cc2ccc3c(c2)OCO3)CC1	i	i	i	i	i	i	i	i	i	i	i
29	CCOc1ccc(S(=O)(=O)n2nc(C)cc2C)c2ccccc12	i	i	i	i	i	i	i	i	i	i	i
30	O=C(COc1ccc(C2SCCS2)cc1)Nc1ccc(Cl)cc1	i	i	i	i	i	i	i	i	i	i	i
31	CCC(C)NCCCCOc1ccc(Br)cc1 (configuration not stated)	i	i	i	i	i	i	i	i	i	i	i
32	O=C(CCS(=O)(=O)c1ccc2c(c1)NC(=O)CO2)NCc1ccccc1	i	i	i	i	i	i	i	i	i	i	i
33	CSc1nc(NCc2ccco2)c2sc3nc(C(C)C)c4c(c3c2n1)CC(C)(C)OC4	i	i	i	i	i	i	i	i	i	i	i
34	Cc1ccc(C2(CCNS(=O)(=O)c3ccc(C)cc3)CCOC(C(C)C)C2)cc1 (configuration not stated)	i	i	i	i	i	i	i	i	i	i	i
35	COc1ccc(CCNC(=O)C2CCCN2C(=O)NC2CCCCC2)cc1OC (configuration not stated)	i	i	i	i	i	i	i	i	i	i	i
36	O=C(Nc1nnc(S(=O)(=O)N2CCOCC2)s1)c1cccc(F)c1	i	i	i	i	i	i	i	i	i	i	i
37	COc1ccc(CC(=O)Nc2sc3c(c2C(N)=O)CCCC3)cc1OC	i	i	i	i	i	i	i	i	i	i	i
38	Cc1cccn2c(=O)c(/C=C(\C#N)C(=O)NC3CCS(=O)(=O)C3)c(Oc3ccccc3Cl)nc12 (configuration not stated)	i	i	i	i	i	i	i	i	i	i	i
39	CCn1ccnc1CN1CCc2c([nH]c3ccccc23)C1C(C)(C)C (configuration not stated)	i	i	i	i	i	i	i	i	i	i	i
40	N#CCSCC(=O)Nc1ccc(F)cc1	i	i	i	i	i	i	i	i	i	i	i
41	O=C(NCC(=O)N(Cc1cccs1)C(C(=O)NC1CCCC1)c1ccco1)c1cccs1 (configuration not stated)	i	i	i	i	i	i	i	i	i	i	i
42	COc1cc(NC(=O)Cc2ccc([N+](=O)[O-])cc2)c(C(=O)O)cc1OC	i	i	i	i	i	i	i	i	i	i	i
43	O=C(O)CCSc1nc(C(F)(F)F)cc(=O)n1-c1ccccc1	i	i	i	i	i	i	i	i	i	i	i
44	Cc1cc(C(=O)N/N=C/c2ccc([N+](=O)[O-])cc2)c(C)o1	i	i	i	i	i	i	i	i	i	i	i
45	COc1ccc(CN2C(=O)c3ccccc3C(/C=N\OCc3ccc(C)cc3)C2=O)cc1 (configuration not stated)	i	i	i	i	i	i	i	i	i	i	i
46	COc1ccc(OC)c2[nH]c(=O)c(CCNC(=O)C(C)(C)C)cc12	i	i	i	i	i	i	i	i	i	i	i
47	Cn1c(N2CCN(C(c3ccccc3)c3ccccc3)CC2)nc2ccccc21	i	i	i	i	7.51*	i	i	i	i	i	i
48	COc1ccc(CNC(=O)CCC(=O)Nc2cccnc2)cc1	i	i	i	i	i	i	i	i	i	i	i
49	COc1ccc(-n2nc(C(=O)NCC(=O)Nc3cccc(C)n3)c3ccccc3c2=O)cc1	i	i	i	i	i	i	i	i	i	i	i
50	S=C(NCc1ccncc1)Nc1ccc(Cl)cc1	i	i	i	i	i	i	i	i	i	i	i
51	NC(=O)NCCc1ccccc1	i	i	i	/	i	i	i	i	i	i	i
52	Cc1csc(NC(=O)CNS(=O)(=O)c2cccs2)n1	i	i	i	i	i	i	i	i	i	i	i
53	Cn1cc(Br)c(C(=O)N/N=C/c2cc3c(cc2Cl)OCO3)n1	i	i	/	i	/	/	i	i	i	i	/
54	O=S(=O)(Nc1ccc(N2CCOCC2)cc1)c1cccs1	i	i	i	i	i	i	i	i	i	i	i
55	O=S(=O)(c1ccc(Cl)cc1)N1CCN(c2ccccn2)CC1	i	i	i	i	i	i	i	i	i	i	i
56	CN(CC(=O)NCc1ccccn1)S(=O)(=O)c1ccc(F)cc1	i	i	i	i	i	i	i	i	i	i	i
57	C=CCc1ccccc1OCC(O)CN1CCN(c2ccc(OC)cc2)CC1 (configuration not stated)	i	i	i	i	i	i	i	-5.33*	i	i	i
58	CCC1CCCCN1C(=O)c1ccc2c(c1)C(=O)N(c1ccc(C)cc1)C2=O (configuration not stated)	i	i	i	i	i	i	i	i	i	i	i
59	CCOc1ccc(C(=O)Oc2ccc(NC(C)=O)cc2)cc1	i	i	i	i	i	i	i	i	i	/	i
60	CN(Cc1ccccc1)S(=O)(=O)c1ccc(S(=O)(=O)N(Cc2ccc(F)cc2)C2CCCC2)cc1	i	i	i	i	i	i	i	i	i	i	-4.56*

Continuation.
No.	structure	TRPC4 agonist	TRPC4 potent	ANO1 block	TRPC4 block	MrgX1 allo act	MrgX1 ag	TRPC6 activator	TRPC6 inhibitor	RGS4 block	ANO1 activ	MrgX1 antag
61	O=C(Nc1ccc(N2CCOCC2)cc1)C1CCN(S(=O)(=O)c2ccccc2F)CC1	i	i	i	i	i	i	i	i	i	i	i
62	N#Cc1ccsc1NC(=O)COC(=O)c1cc(Br)ccc1O	i	i	i	i	i	i	i	i	i	i	i
63	CC1CCCN(C(=O)c2nn(C)c3c2CSc2ccccc2-3)C1 (configuration not stated)	i	i	i	i	i	i	i	i	i	i	i
64	O=C(Cn1cnc2cc([N+](=O)[O-])ccc2c1=O)NC(c1ccccc1)c1ccccc1	i	i	i	i	i	i	i	i	i	i	i
65	COCCN1C(=O)c2oc3ccccc3c(=O)c2C1c1ccc(C(=O)OC)cc1 (configuration not stated)	i	i	i	i	i	i	i	i	i	i	i
66	CCN(CC(=O)Nc1c(F)cccc1F)C(=O)CNC(=O)c1ccc(C)s1	i	i	i	i	i	i	i	i	i	i	i
67	COc1ccc(C(=O)NC(=S)NCc2ccc(-c3nc4ccccc4o3)cc2)cc1OC	i	i	i	i	i	i	i	i	i	i	i
68	CCC1Oc2ccc(C)cc2N(CC(=O)NCc2cccs2)C1=O (configuration not stated)	i	i	i	i	i	i	i	i	i	i	i
69	O=c1[nH]c(=O)c2nc3c4ccccc4c4ccccc4c3nc2[nH]1	i	i	i	i	i	i	i	i	i	i	i
